NALP3 yeast inh = inhibitors of NALP3 inflammasome in yeast | inhibition, % at 10 µM | actives 0.39% (n = 330,000) | AID 2825 | Yeast reconstituted NLRP3/ASC/caspase-1, beta-gal luminescence, 24 h;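 active means inhibition of 50% or more; inactive means inhibition below 50%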;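 further: plate controls were induced DMSO wells for no effect and uninduced yeast grown without galactose for full effect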
hIAP act = increases human intestinal alkaline phosphatase activity. P09923. purified human IAP, CDP-Star luminescence, 30 min; hits give high values; 1 = vehicle-only enzyme, 0 = enzyme-free background. activation factor at 10 µM. actives 0.16% (n = 330,000);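 active means activation factor of the enzyme at least 2-fold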; further: the source names both 10 and 20 µM as test concentration; values of inactives mirror those of a sister screen read the other way
TIM10 inh = growth inhibitors of TIM10 yeast strain. S. cerevisiae TIM10 strain growth, BacTiter-Glo luminescence, 24 h. inhibition, % at 10 µM. actives 1.4% (n = 330,000). AID 463195;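 active means inhibition of 40% or more at the single tested concentration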;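 further: wild-type TIM10 isogenic control strain grown at permissive 25 °C; 0% = DMSO yeast wells and 100% = minimal medium wells without yeast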
mIAP act = increases mouse intestinal alkaline phosphatase activity. muIAP, CDP-Star luminescence, 30 min; hits give high values; 1 = vehicle-only enzyme signal, 0 = enzyme-free wells. actives 0.24% (n = 330,000). activation factor at 10 µM. AID 2805;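 active means activation factor of at least 2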; further: the source names both 10 and 20 µM as test concentration; values of inactives mirror those of a sister screen read the other way
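Assay system: mouse IAP enzyme; reagent: chemiluminescent substrate CDP-Star; dosing: test compounds delivered from DMSO solution; schedule: 30 min at room temperature; measured by: luminescence from enzymatic CDP-Star hydrolysis; controls: DMSO-only wells and no-enzyme negative control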
ATG4B inh = blocks human ATG4B protease cleavage of LC3 substrate; actives 0.51% (n = 340,000); ATG4B cleavage of LC3-PLA2, NBD-HPC fluorescence, 1 h; Q9Y4P1; inhibition, % at 8.33 µM; in the data active means inhibition above about 40%
tim10-1 inh = growth inhibitors of tim10-1 mutant yeast. actives 2.2% (n = 330,000). AID 463190. inhibition, % at 20 µM. S. cerevisiae tim10-1 ts strain growth, BacTiter-Glo, 24 h;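 active means inhibition of at least 40%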;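 further: mutant grown at 25 °C; 0% = DMSO wells with yeast and 100% = wells holding no yeast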
hIAP block = human IAP inhibition; purified IAP, CDP-Star luminescence, 30 min; inhibition, % at 10 µM; actives 0.12% (n = 330,000); AID 2544;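 active means inhibition reaching a set limit with compound at 10 µM in the primary screen, cut at about 35% in these data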;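 further: plate controls were DMSO wells with enzyme for no effect and no-enzyme buffer wells for full effect; values of inactives mirror those of a sister screen read the other way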
Apaf-1 inh = inhibitors of human Apaf-1 apoptosome. inhibition, % at 20 µM. reconstituted apoptosome caspase-3 activity, DEVD-Rh110 fluorescence. AID 489030. actives 0.71% (n = 330,000); active means inhibition of at least 40% at 20 µM;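 further: plate controls were DMSO wells for no effect and DEVD-CHO caspase inhibitor wells for full effect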
Target sequence (O14727 whole entry, looked up): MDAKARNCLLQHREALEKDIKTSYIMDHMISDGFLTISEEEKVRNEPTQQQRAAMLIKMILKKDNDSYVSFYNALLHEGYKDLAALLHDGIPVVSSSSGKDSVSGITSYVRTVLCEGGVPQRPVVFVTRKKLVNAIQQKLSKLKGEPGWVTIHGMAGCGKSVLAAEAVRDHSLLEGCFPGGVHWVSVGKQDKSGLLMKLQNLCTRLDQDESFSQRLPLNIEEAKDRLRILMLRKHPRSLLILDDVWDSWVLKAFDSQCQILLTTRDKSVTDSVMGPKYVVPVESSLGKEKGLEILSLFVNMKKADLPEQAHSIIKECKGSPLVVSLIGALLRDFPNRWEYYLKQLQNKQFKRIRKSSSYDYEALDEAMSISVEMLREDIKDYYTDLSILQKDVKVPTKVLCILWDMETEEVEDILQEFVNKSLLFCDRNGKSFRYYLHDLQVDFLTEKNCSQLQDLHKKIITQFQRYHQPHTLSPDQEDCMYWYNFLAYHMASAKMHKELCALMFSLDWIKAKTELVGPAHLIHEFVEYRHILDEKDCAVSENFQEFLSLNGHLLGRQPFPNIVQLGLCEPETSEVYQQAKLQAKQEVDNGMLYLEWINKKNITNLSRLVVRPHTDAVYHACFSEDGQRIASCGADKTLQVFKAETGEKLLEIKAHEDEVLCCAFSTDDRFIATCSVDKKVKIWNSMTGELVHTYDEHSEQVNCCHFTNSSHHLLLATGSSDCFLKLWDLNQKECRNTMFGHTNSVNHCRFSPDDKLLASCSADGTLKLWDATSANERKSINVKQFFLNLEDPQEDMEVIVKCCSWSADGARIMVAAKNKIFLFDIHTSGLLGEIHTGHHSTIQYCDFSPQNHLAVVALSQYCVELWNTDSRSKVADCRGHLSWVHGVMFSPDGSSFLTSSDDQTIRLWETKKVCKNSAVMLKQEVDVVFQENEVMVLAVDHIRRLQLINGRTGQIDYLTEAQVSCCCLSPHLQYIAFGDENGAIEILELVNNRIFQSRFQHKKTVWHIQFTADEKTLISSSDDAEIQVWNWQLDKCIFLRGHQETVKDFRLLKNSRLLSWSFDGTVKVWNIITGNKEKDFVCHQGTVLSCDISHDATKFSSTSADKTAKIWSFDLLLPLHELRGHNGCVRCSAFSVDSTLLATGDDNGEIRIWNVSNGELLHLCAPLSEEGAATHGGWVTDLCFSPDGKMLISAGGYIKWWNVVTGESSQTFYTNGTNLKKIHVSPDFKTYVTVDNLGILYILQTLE
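Material: cell-free apoptosome with Apaf-1, procaspase-3 and caspase-9; Buffer or medium: Hepes pH 7.5 with detergent and BSA; Reagent: cytochrome c trigger plus (Z-DEVD)2-Rh110 caspase-3 substrate; Times: compound with Apaf-1, dATP, procaspase-3 30 min, then 50 min reaction, room temperature; Technique: Rh110 fluorescence intensity.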
mIAP inh = blocks mouse intestinal alkaline phosphatase; AID 2806; inhibition, % at 10 µM; purified mouse IAP, CDP-Star luminescence, 30 min; actives 0.2% (n = 330,000);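 active means inhibition of at least 40% at 10 µM in the primary screen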;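 further: plate controls were DMSO with enzyme for no effect and no enzyme wells for full effect; values of inactives mirror those of a sister screen read the other way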
* marks the source's active call; other numbers are inactive results; x = not tested or not shown.

SMILES	NALP3 yeast inh	hIAP act	TIM10 inh	mIAP act	ATG4B inh	tim10-1 inh	hIAP block	Apaf-1 inh	mIAP inh
COc1ccc(-c2csc3ncnc(N4CCN(S(=O)(=O)c5ccc(C)cc5)CC4)c23)cc1	30	1.1	14	0.89	-9	16	-14	27	11
Cc1cccc(-n2c(=O)[nH]c3c(C(N)=O)nc(C(C)C)nc32)c1	20	1.2	-33	0.91	-1	-3	-19	8	9
CCCCC1=CC2=CC(=O)C(C)(OC(=O)CC)C(=O)C2=CN1CCc1c[nH]c2ccccc12 (centres undefined)	4	0.99	2	0.94	-7	3	1	21	6
CC(C)(C=O)Cc1cc(C(C)(C)C)c(O)c(C(C)(C)C)c1	-3	1.1	7	0.98	10	3	-14	8	2
CCc1ccccc1N(CC(=O)N1CCCCCC1)S(C)(=O)=O	-1	1	-2	1	-2	0	-1	-13	-4
Cc1cc(-c2ccccc2C(=O)O)on1	9	1.2	1	0.99	-3	-1	-24	7	1
CC1(Cc2ccc3c(c2)OCO3)NC(=O)NC1=O (centres undefined)	10	0.99	-1	0.89	0	7	1	7	11
O=C(O)c1ccccc1/C=N/NC(=O)c1cc(-c2ccco2)nc2ccccc12	-7	1.1	-5	0.66	2	5	-12	14	34
COc1ccc(/C=N\NC(=O)c2sccc2C)cc1Cn1nc(C)cc1C	18	1.2	5	0.97	-7	36	-16	12	2
CC(C)CCNc1nc(N)c([N+](=O)[O-])c(NC2CCCCC2)n1	5	0.79	15	0.89	-1	3	21	23	11
COc1cccc(C2C(C(=O)Nc3nc4ccccc4s3)=C(C)NC3=C2C(=O)CC(C)(C)C3)c1OC (centres undefined)	-2	1.5	-5	1.6	26	9	-50	10	-64
COc1cc(C(N)=O)cc(Br)c1OCc1ccccc1	0	0.97	10	0.95	70*	3	3	12	5
O=C(NCC(c1ccco1)N1CCCC1)c1sc2cc(F)ccc2c1Cl (centres undefined)	27	1.1	3	0.99	5	5	-7	17	1
CC(=O)c1ccc2c(c1)Cc1cc(C(C)=O)ccc1-2	40	0.91	11	1.1	4	16	9	-13	-8
CCNc1nc(NC(C)C)nc(SCCOC(=O)c2ccccc2)n1	21	0.95	18	1	-2	24	5	13	-4
COc1ccc(/C=N/NC(=O)c2cccc(NC(=O)c3ccc(Cl)cc3)c2)c(OC)c1	9	1	-18	1.1	-21	-3	-3	3	-5
O=C(NC(=S)Nc1ccc(F)c([N+](=O)[O-])c1)c1ccccc1F	3	1.1	12	1	14	36	-11	7	-2
Cc1cc(C(=O)N(C)CC(=O)Nc2ccccc2C(F)(F)F)c(C)o1	6	1	3	0.93	-11	17	-3	-7	7
O=[N+]([O-])c1cccc(-c2nnc(C34CC5CC(CC(C5)C3)C4)o2)c1	1	0.8	3	0.88	-8	14	20	4	12
C[C@]12CCC(=O)C=C1C=C[C@@H]1[C@@H]2CC[C@@]2(C)[C@H]1CC[C@@]21CCC(=O)O1	37	1.1	16	0.97	-1	31	-6	2	2

Structural class: those above with a furan ring, fused or not (three)
SMILES	NALP3 yeast inh	hIAP act	TIM10 inh	mIAP act	ATG4B inh	tim10-1 inh	hIAP block	Apaf-1 inh	mIAP inh
O=C(O)c1ccccc1/C=N/NC(=O)c1cc(-c2ccco2)nc2ccccc12	-7	1.1	-5	0.66	2	5	-12	14	34
O=C(NCC(c1ccco1)N1CCCC1)c1sc2cc(F)ccc2c1Cl (centres undefined)	27	1.1	3	0.99	5	5	-7	17	1
Cc1cc(C(=O)N(C)CC(=O)Nc2ccccc2C(F)(F)F)c(C)o1	6	1	3	0.93	-11	17	-3	-7	7

Additional entries:
SMILES	NALP3 yeast inh	hIAP act	TIM10 inh	mIAP act	ATG4B inh	tim10-1 inh	hIAP block	Apaf-1 inh	mIAP inh
Cn1c(N)c(C(=O)COC(=O)Cc2ccc(Cl)cc2)c(=O)n(C)c1=O	13	1	0	0.96	-2	20	0	2	4
Cc1ccc(OCC(=O)O/N=C(\N)c2cccc([N+](=O)[O-])c2)cc1C	26	1.1	12	0.89	-1	19	-14	-5	11
C=CCn1c(CNC(=O)c2cccs2)nnc1SCC(=O)Nc1ccc(C(=O)O)cc1	5	1.1	-7	1.1	-6	9	-14	5	-6
Cc1ccccc1NC(=O)NC1(C(=O)NCCCN2CCOCC2)CCCCC1	-5	1.1	-4	0.96	x	-14	-11	-13	4
Cn1c(=O)[nH]c(=O)c2c1nc(CN(Cc1ccccc1)Cc1ccccc1)n2CCN1CCOCC1	4	1	-9	0.96	-2	15	0	4	4
Cc1cccc(Cl)c1NC(=S)N1CCN(c2ccc([N+](=O)[O-])cn2)CC1	9	0.85	13	0.9	1	6	15	-13	10
O=C(NCc1ccco1)C(Cc1ccccc1)NS(=O)(=O)c1cccc2nsnc12 (centres undefined)	-5	1	5	1	-2	28	0	2	-5
COc1cc(/C=C(/C(=O)c2cccs2)c2nc3ccccc3[nH]2)cc(OC)c1O	8	0.74	25	0.83	-8	32	26	12	17
COc1ccc(C(C#N)(CC(=O)O)c2cnccn2)cc1OC (centres undefined)	3	0.8	-7	0.9	9	-3	20	-2	10
CCCN1CNc2c(c(=O)[nH]c(=S)n2-c2ccc(Cl)cc2)C1	-1	0.98	-36	0.98	-3	3	2	12	2
O=C(O)c1ccc(-c2ccc(/C=C3\NC(=O)N(Cc4ccc(Cl)cc4)C3=O)o2)cc1Cl	4	0.89	5	0.85	49*	13	11	10	15
CCN(CC)c1ccc(C2NCC(c3ccc([N+](=O)[O-])cc3)O2)cc1 (centres undefined)	14	0.92	-5	0.96	-1	-10	8	-3	4
CC(=O)c1ccc(N(CC(=O)NC2CCCCC2)C(=O)CNC(=O)c2cccs2)cc1	5	0.94	-12	1.1	2	-12	6	12	-10
CCOc1ccc(CCNC(=O)COC(=O)c2ccncc2)cc1OCC	-8	0.91	3	1.1	1	-2	9	17	-7
Cc1ccsc1C(=O)N1CC=C(c2ccccc2)CC1	20	1.1	2	1	9	16	-14	6	-2
CN(CC(=O)Nc1ccccc1Cl)C(=O)c1cc(-c2cccs2)nn1-c1ccccc1	6	1.1	-43	1.1	2	-16	-13	21	-5
CC(=O)OCc1ccccc1Sc1ccccc1C(=O)NCc1ccccc1	-5	1.1	20	1.1	-3	12	-12	4	-12
Cc1ccc(S(=O)(=O)N2CCN(C(=O)c3ccc([N+](=O)[O-])cc3)C2)cc1	8	0.83	1	0.97	-2	19	17	-5	3
CCN1C(=O)C(CC(=O)Nc2ccc(OC)cc2)N(Cc2ccc(OC)c(OC)c2)C1=S (centres undefined)	7	1.1	6	1.1	-5	8	-10	-11	-7
CC(C)CC(=O)Nc1sc2c(c1C(=O)O)CCCCC2	-24	0.96	-9	1.1	-6	7	4	12	-9
O=C1CSC(c2cn(-c3ccccc3)nc2-c2cc3ccccc3oc2=O)N1Cc1ccccc1 (centres undefined)	5	1	14	0.86	1	1	-4	14	14
COc1ccc(/C=C/C(=O)OCC(=O)NCc2ccco2)cc1OC	13	1	4	1.1	4	-8	-1	-4	-8
C(#Cc1ccc(C#CCN2CCOCC2)cc1)CN1CCOCC1	8	0.96	-2	0.91	0	3	4	2	9
CSc1nnc(NC(=O)c2cc3ccccc3oc2=O)s1	8	0.86	8	1.1	-13	8	14	7	-7
NC(=O)CN1C(=O)/C(=c2\sc3nc(=O)c(Cc4ccccc4)nn3c2=O)c2ccccc21	19	0.86	-11	0.77	-13	3	14	1	23
CC1CCN(c2ccc([N+](=O)[O-])cn2)CC1	6	1	8	0.93	3	5	-4	9	7
CCCCNC(=O)c1ccccc1SCC(=O)NC1CCCCCCC1	-3	0.82	5	1	4	16	18	16	-3
Cc1cc(C)n2nc(C(=O)OCC(=O)c3ccccc3Cl)nc2n1	-3	0.97	3	0.9	-2	-10	3	-14	10
Cc1ccccc1NC(=O)NC1CCS(=O)(=O)C1 (centres undefined)	7	1	9	0.98	-3	5	-2	-2	2
COC(=O)C(C(=O)OC)N1C(=O)CCC1=O	3	0.95	-8	1	-6	2	5	-14	-1
CC(Oc1cc2oc(=O)c3c(c2cc1Cl)CCC3)C(=O)NCc1cccnc1 (centres undefined)	-5	1.3	7	1	-4	14	-30	-9	-2
O=C(NN=Cc1c(O)ccc2ccccc12)c1ccc2c(c1)OCO2	20	1.4	-11	0.66	3	6	-40	-1	34
Cn1cccc1/C=N\NC(=O)Cc1ccc(Br)c2ccccc12	2	1.1	33	1.1	-1	11	-9	9	-6
COC(=O)c1ccccc1C(=O)N(c1ccccc1)c1ccccc1	28	0.84	-17	1.1	-4	6	16	-1	-8
CC1(C2CC2)NC(=O)N(CC(=O)Nc2ccc(SC(F)F)cc2)C1=O (centres undefined)	22	1	2	1.1	1	9	-5	21	-8
CN(Cc1ccccc1)C(=O)c1oc(=O)c2ccccc2c1-c1ccccc1	14	0.98	-1	0.94	18	10	2	18	6
Cn1ncc(Br)c1C(=O)N1CCOCC1	-5	0.95	14	0.87	4	9	5	1	13
O=C(C1CCCO1)N1CCN(Cc2nc3ccccc3c(=O)[nH]2)CC1 (centres undefined)	-1	0.97	-2	0.94	-4	3	3	-36	6
COc1ccc(CC(=O)N2CCN(c3cccc(Cl)c3)CC2)cc1OC	19	1.1	12	1	-7	10	-6	-11	0
Nc1cc(N2CCCCCC2)c2nonc2c1[N+](=O)[O-]	16	0.97	24	0.88	1	-4	3	6	12
COc1ccc(C(=O)NCN2CCN(c3ccccc3)CC2)cc1OC	15	0.95	-1	1.1	-6	11	5	11	-10
CCOc1cc(CNc2ccc3c(c2)OCCO3)cc(Br)c1OC	11	1	-4	1	7	3	-4	12	-4
O=C(Nc1ccccc1C(=O)O)c1ccc(Br)o1	4	1.1	-8	1	-8	-23	-7	-13	-4
FC(F)(F)c1cc(-c2cccs2)nc2ncnn12	4	0.95	12	1.1	-4	6	5	-15	-7
COc1cc2c(cc1OC)-c1cc(Nc3ccccc3)nc(=O)n1CC2	2	0.96	12	1.1	-7	10	4	-2	-13
COC(C[C@H](O)C[C@H](O)[C@@H](C)OCc1ccccc1)OC	15	1	7	0.97	-3	9	-4	-6	3
CC(C)C(C)(C#N)NC(=O)CSc1nc(C2CCCCC2)n(-c2ccccc2)n1 (centres undefined)	18	1.1	22	1.1	3	17	-7	12	-7
CN(NC(=O)C(C)(C)C)c1nc(-c2ccccc2)nnc1C(F)(F)F	10	1.1	6	1.1	-10	14	-6	-3	-6
CCOC(=O)N1CCN(S(=O)(=O)c2ccc3c(c2)CC(C)N3C(C)=O)CC1 (centres undefined)	2	0.92	8	1	-10	-1	8	2	-5
CCNC(=S)SCCOc1ccccc1C	25	1.1	13	1	0	32	-7	13	0

Next structures
SMILES	NALP3 yeast inh	hIAP act	TIM10 inh	mIAP act	ATG4B inh	tim10-1 inh	hIAP block	Apaf-1 inh	mIAP inh
CCC(=O)NC(c1ccco1)c1cc(Cl)c2cccnc2c1OC (centres undefined)	-1	0.97	-4	0.92	-7	4	3	-3	8
Cc1cccc(C)c1NC(=O)CN(C)C(=O)c1ccc2nc[nH]c2c1	14	1	-5	0.92	1	-5	-4	0	8
COc1ccccc1N1CCN(c2ncnc3sc(C)c(-c4ccccc4)c23)CC1	28	1	26	0.95	-8	16	0	23	5
O=c1c2c(nc3nc(NCc4ccc(Cl)cc4)[nH]n13)CCC2	13	0.97	5	1	-4	-2	2	-7	0

Screens: PubChem, Sanford-Burnham Center for Chemical Genomics
